# Screening data: PubChem, several laboratories
# Hck-Nef inh = inhibitors of Nef-activated human Hck kinase, primary screen, biochemical, Z-Lyte FRET, 384-well, Hck-YEEI | Tyrosine-protein kinase HCK (Homo sapiens), P08631 | Recombinant Hck-YEEI plus Nef, Z-Lyte FRET kinase assay | inhibition, % at 20 µM | 220,000 tested, 0.68% active | AID 463187, 2010;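 active = Hck-Nef kinase inhibition above about 50%, limit read from the data; inactive = inhibition below that limit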;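 also: 0% = DMSO with Hck plus Nef and 100% = Hck alone without Nef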
# Target sequence (P08631 whole entry, looked up): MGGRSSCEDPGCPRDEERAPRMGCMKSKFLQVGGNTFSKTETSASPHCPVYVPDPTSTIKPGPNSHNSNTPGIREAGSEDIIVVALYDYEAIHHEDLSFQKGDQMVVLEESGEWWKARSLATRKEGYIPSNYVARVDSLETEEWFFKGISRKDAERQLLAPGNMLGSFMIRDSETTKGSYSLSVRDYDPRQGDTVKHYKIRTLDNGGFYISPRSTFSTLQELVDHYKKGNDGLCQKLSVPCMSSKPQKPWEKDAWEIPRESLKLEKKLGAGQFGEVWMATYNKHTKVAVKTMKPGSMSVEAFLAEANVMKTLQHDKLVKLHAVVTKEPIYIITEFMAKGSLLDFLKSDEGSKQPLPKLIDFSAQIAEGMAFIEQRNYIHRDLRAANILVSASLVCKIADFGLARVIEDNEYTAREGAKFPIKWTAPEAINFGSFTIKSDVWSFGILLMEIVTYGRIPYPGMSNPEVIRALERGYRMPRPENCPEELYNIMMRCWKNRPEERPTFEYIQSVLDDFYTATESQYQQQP
# 14-3-3 Bad inh = inhibitors of 14-3-3 zeta/Bad binding, primary screen, biochemical, TR-FRET, bovine 14-3-3 zeta; 14-3-3 protein zeta/delta (Bos taurus), P63103; TR-FRET 14-3-3zeta/Dy647-pBad peptide displacement, 1 h; inhibition, % at 21.7 µM; 220,000 tested, 0.71% active;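 active = inhibition above about 70%, limit read from the data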;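 also: 0% = full 14-3-3 plus peptide FRET controls and 100% = background without 14-3-3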
# Target sequence (P63103 whole entry, looked up): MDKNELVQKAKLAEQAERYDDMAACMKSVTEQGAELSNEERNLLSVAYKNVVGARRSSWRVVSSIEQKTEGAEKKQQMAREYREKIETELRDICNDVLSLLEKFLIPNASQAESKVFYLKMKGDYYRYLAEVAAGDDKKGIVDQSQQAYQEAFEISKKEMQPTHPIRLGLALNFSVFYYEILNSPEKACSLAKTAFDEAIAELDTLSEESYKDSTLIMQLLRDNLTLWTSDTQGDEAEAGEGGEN
# Rad51 HR inh = human RAD51 strand exchange inhibitors, primary screen, biochemical, fluorescence | DNA repair protein RAD51 homolog 1 (Homo sapiens), Q06609 | hRad51 DNA strand exchange, fluorescence dequenching | inhibition, % at 10 µM | 200,000 tested, 0.085% active | AID 1385, 2008;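 active = inhibition above 40% at the single screening dose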;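 also: 0% = DMSO control wells and 100% = blanks with heterologous ssDNA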
# Target sequence (Q06609 whole entry, looked up): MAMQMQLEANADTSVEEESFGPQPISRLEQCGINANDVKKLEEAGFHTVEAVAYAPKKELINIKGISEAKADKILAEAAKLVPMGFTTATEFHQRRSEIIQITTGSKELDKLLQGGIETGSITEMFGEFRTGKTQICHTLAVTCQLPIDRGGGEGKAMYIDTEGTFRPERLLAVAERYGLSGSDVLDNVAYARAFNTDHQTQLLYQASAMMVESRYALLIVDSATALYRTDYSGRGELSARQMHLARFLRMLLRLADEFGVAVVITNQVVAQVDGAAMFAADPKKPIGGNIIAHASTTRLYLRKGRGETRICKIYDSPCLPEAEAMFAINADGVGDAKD
#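 material = hRad51 filaments on single-stranded DNA | timing = filaments 15 min 37 °C, then compound 30 min | signal = FRET fluorescence dequenching, excitation 485 nm, emission 520 nm | benchmarks = control wells and blank wells on each plate | evaluation = percent inhibition relative to plate controls and blanks | compound = 10 µM final, single point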
# zVAD death inh = inhibitors of zVAD-triggered necroptosis, primary screen, L929 cells; 220,000 tested, 0.38% active; viability rescue, % at 10 µM; L929 zVAD necroptosis rescue, ATP luminescence, 24 h; with zVAD 60 µM;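 active = activation, scaled between plate controls, above about 75%, limit read from the data; inactive = activation under that limit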;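 also: 0% = zVAD with DMSO and 100% = DMSO alone without zVAD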
# eIF4E 4G PPI = eIF4E–eIF4G protein interaction inhibitors, primary screen, biochemical, uHTS, TR-FRET, eIF4GI fragment. Eukaryotic translation initiation factor 4E (Mus musculus) + Eukaryotic translation …. TR-FRET eIF4E-eIF4GI(517-606) binding, 2 h. inhibition, % at 21.7 µM. 220,000 tested, 0.37% active. AID 782, 2007;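 active = inhibition above about 30%, limit read from the data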;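 also: 0% = full FRET control wells and 100% = background wells lacking eIF4GI fragment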
# TbHK1 inh = Trypanosoma brucei hexokinase 1 inhibitors, primary screen, biochemical, G6PDH-coupled NADH absorbance, MLSCN library. 220,000 tested, 0.11% active. recombinant TbHK1, G6PDH-coupled NADH A340. inhibition, % at 10 µM;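 active = inhibition of 50% or more in the single-dose primary screen; inactive = inhibition below 50%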
# m-calpain inh = inhibitors of pig calpain II, primary screen, biochemical, fluorogenic peptide substrate, 1536-well | 220,000 tested, 0.37% active | inhibition, % at 16 µM | AID 1236, 2008 | purified calpain II, 30 min;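 active = inhibition above about 50%, limit read from the data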
# EP2 antag = human EP2 receptor antagonists, primary screen, TR-FRET cAMP, C6 glioma cells; Prostaglandin E2 receptor EP2 subtype (Homo sapiens), P43116; C6 glioma cells expressing human EP2; cells stimulated with saturating PGE2; inhibition, % at 25 µM; 260,000 tested, 0.52% active;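 active = percent inhibition above 40 after rounding to a whole number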;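 also: rat C6 glioma host cells with rolipram phosphodiesterase inhibitor present; the protocol text gives 20 µM as final concentration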
# EP2 modulator = EP2 receptor modulators, cAMP readout, primary screen, cell-based, HTRF cAMP, PGE2 stimulation; EP2-expressing cells, cAMP HTRF FRET, PGE2 co-stimulation; Prostaglandin E2 receptor EP2 subtype (Homo sapiens), P43116; AID 940, 2007; 260,000 tested, 0.83% active; induction, % at 25 µM;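 active = compounds whose cAMP rise, as percent of the full-agonist control response, exceeds 60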;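 also: rat C6 glioma line stably carrying human EP2 under a CMV promoter; the protocol text gives 20 µM as final concentration; 100% = response of wells given 1 µM PGE2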
# * = called active by the depositor; . = no result given; & = joins results of further samples; ! = not active in a repeat; [ ] = remark or other dose.
# Values run as follows: Hck-Nef inh	14-3-3 Bad inh	Rad51 HR inh	zVAD death inh	eIF4E 4G PPI	TbHK1 inh	m-calpain inh	EP2 antag	EP2 modulator
> Cc1ccc(OCC(=O)Nc2ccc(S(=O)(=O)N3CCN(C)CC3)cc2)cc1
  6	-3	-2	0.5	4	6	-11	10	5
> COc1ccc(NC(=O)NCCCN2CCN(c3cc(C)ccc3C)CC2)cc1
  -5	7	-8	2.9	-2	6	0	9	0
> Cc1ccc(S(=O)(=O)NC(=O)c2cc(C)n(CCCn3ccnc3)c2C)cc1
  -13	18	5	-0.5	3[fluorescence artefact?]	2	-2	9	15
> NC(=O)C1=C[C@H](c2coc3ccccc3c2=O)C[C@H](OCc2ccc(CO)cc2)O1
  3	12	.	0.5	1	-8	3	.	-29
> C/C(=N/Oc1nc(C)cc(C)n1)c1ccc(Cl)cc1Cl
  0	3	3	0.2	-5	4	14	5	-10
> CC1(C)CC(N2CCN(Cc3ccccc3)CC2)=CC(=[N+]2CCCCC2)C1
  25	5	-6	-0.5	-9	-165	7	7	0
> O=C(CN(C(=O)CSc1nnc(COc2ccccc2)o1)c1ccc(F)cc1)NC1CCCCC1
  0	-4	1	0.0	-14	-3	48	2	5
> CCN(CC)S(=O)(=O)c1ccc(NC(=O)CSc2ncnc3ccccc23)cc1
  6	-14	-20	1.5	14[fluorescence artefact?]	-4	6	3	13
> C[C@H](NC(=O)c1nc[nH]c1C(=O)N[C@@H](Cc1ccccc1)C(=O)OC(C)(C)C)C(=O)OC(C)(C)C
  21	-16	1	1.0	3	-6	14	23	25
> O=[N+]([O-])c1cc(/C=N\Nc2nc(-c3ccccc3)cs2)ccc1O
  30	-15	31	1.6	-4	-14	-82	48*	-102
> Cc1cc(C(=O)COc2ccc3ccc(=O)oc3c2)c(C)n1Cc1cccs1
  4	15[fluorescence artefact?]	1	0.4	6	-17	-67	4	23
> Cc1ccc(NC(=O)c2ccccc2NS(=O)(=O)c2ccc(Cl)s2)cc1S(=O)(=O)N1CCOCC1
  9	24	.	0.5	4[fluorescence artefact?]	1	-7	12	-11
> CCN(CC)C(=O)CN1C(=O)COCC1=O
  8	2	-4	-0.5	0	3	-6	4	21
> CCn1c(SCC(=O)NC)nnc1C(C)C
  1	0[fluorescence artefact?]	8	-0.4	-5	-2	-17	14	8
> COc1cc(C2Nc3cccc4cccc(c34)N2)ccc1OC(C)=O
  5	-5[fluorescence artefact?]	0	-0.1	-12[fluorescence artefact?]	-16	-242	3	-25
> N#Cc1nc(Cc2ccccc2)oc1NCc1ccccc1Cl
  -1	0	.	0.0	7	10	22	.	-27
> O=C(NCCc1ccccc1)C(=O)N/N=C/c1ccc2c(c1)OCO2
  1	4	-6	-0.3	-8	-5	-11	10	3
> CCOc1cc(C2C(C#N)=C(N)Oc3n[nH]c(C)c32)ccc1OCCN1CCOCC1 (stereo not drawn)
  3	11	-2	-0.2	16	-7	3	2	9
> O=C(NNC(=S)NCc1ccco1)c1ccc(S(=O)(=O)N2CCOCC2)cc1
  15	-13	3	10	2	-21	-1	23&7	11&11
> Cc1ccc2nc(-c3ccccc3)c(CN3CCSCC3)n2c1
  22	-20	7	0.1	-1	-1	20	3	38
> CC(=O)Nc1ccc2nc(N)sc2c1
  9	-3	7	-0.8	-1	-1	-18	.	10
> CC/C(=N\NC(=O)CSCc1ccccc1Br)c1ccc2c(c1)OCCO2
  0	3	2	-0.1	-17	-11	19	12	-36
> CN(C)S(=O)(=O)c1ccc(NC(=O)CSc2nc3ccccc3n2-c2ccccc2)cc1
  3	10	-4	.	5	-4	-30	12	29
> CC(=O)Nc1ccc(Sc2ncccc2C(=O)Nc2cc(Cl)cc(Cl)c2)cn1
  0	6	-8	89*	9	-6	-45	8	-37
> CCc1ccc2nc3sc(C(=O)Nc4nnc(CC)s4)c(N)c3cc2c1
  5	17[fluorescence artefact?]	-74	0.7	-55[fluorescence artefact?]	-17	-241	90*!	-76&-44
> CC(C)c1ccccc1OCCNS(C)(=O)=O
  2	-9	4	0.1	1	-2	10	5	32
> CCOC(=O)c1c(C)[nH]c(C(=O)COC(=O)[C@H](C)NC(=O)c2ccccc2Cl)c1C
  4	9	-7	1.3	0	3	-9	9	11
> Cc1cccc(Nc2ccccc2C(=O)OCC(=O)N(C)C2CCS(=O)(=O)C2)c1C (stereo not drawn)
  2	-1[fluorescence artefact?]	1	0.1	7[fluorescence artefact?]	-9	-14	6	-1
> NC(=O)C(=O)NCCCN1CCOCC1
  24	-6	6	1.5	-2	5	-8	8&1	-16&9
> CN1CCc2c(C#N)c(N3CCOCC3)nc(NCC3CCCO3)c2C1 (stereo not drawn)
  11	-3	-8	0.1	-4	-11	-45	9	12
> COc1cc(C2Nc3ccccc3C(=O)N2c2ccc(Cl)cc2)c(Cl)cc1OCC(=O)O (stereo not drawn)
  2	5	.	0.8	2[fluorescence artefact?]	-3	-435	12	-13
> O=C(O)/C=C/c1ccc(S(=O)(=O)Nc2ccc(C(=O)NCC(=O)O)cc2)cc1
  2	-3	-1	-0.7	2	-9	-12	2	8
> O=C(CCc1nc(-c2ccccc2)no1)NC1CCCCC1
  0	5	4	-0.5	-5	1	-5	8	0
> CCOC(=O)C1CCCN(C(=O)c2ccc(C)c([N+](=O)[O-])c2)C1 (stereo not drawn)
  -2	-3[fluorescence artefact?]	.	1.3	5	3	13	9	-7
> O=C(OCCN1C(=O)c2ccccc2C1=O)C1CCN(S(=O)(=O)c2cccs2)CC1
  -2	8	3	0.9	-2	-8	46	0	5
> CCN(Cc1ccccc1)C(=O)Cn1c(=O)n(CC(=O)NCc2ccco2)c(=O)c2sccc21
  3	-1	-7	-0.6	6	-2	3	5	-10
> C=CCN1C(=O)C2(C(C#N)=C(N)Oc3n[nH]c(CCC)c32)c2ccccc21 (stereo not drawn)
  0	0	2	0.1	1	3	7	10	1
> O=S(=O)(Nc1cccc(-c2nc3cccnc3s2)c1)c1ccc2c(c1)OCCO2
  2	-3	11	1.0	-2	-11	-41	20	-21
> Cc1cc(Br)ccc1NC(=O)c1ccccc1-c1ccccc1
  0	2	-8	-0.4	4	-5	36	8	44
> COc1cc2nc(C)sc2cc1SC
  -1	-1	-9	5.6	-6	4	-2	5	-11
> O=C(COc1ccc2ccccc2c1Br)Nc1ncn[nH]1
  -7	1	4	-0.3	-6	-4	-16	10	8
> O=C(Nc1ccc(Cl)cn1)c1ccc(COCC(F)(F)C(F)F)o1
  3	4	4	0.1	3	-12	-16	6	1
> CCNC(=O)c1ccc2c(c1)S(=O)(=O)c1ccccc1C2=O
  0	0	-3	-0.4	3	-1	22	8	-17
> O=C(COc1ccc2ccccc2c1)N1CCN(C(=O)c2ccc([N+](=O)[O-])cc2)CC1
  6	-5	.	0.3	0	-9	-11	6	-48
> CC(=O)N1N=C(C)CC1c1ccc(OCc2ccccc2)cc1 (stereo not drawn)
  1	-8[fluorescence artefact?]	10	0.9	-2	8	-11	5	-1
> Cc1cc(C)c(C#N)c(Oc2ccccc2Br)n1
  -6	-11	-4	0.2	-2	-4	19	10	70*
> COCCN(C(=O)CSc1nnc(-c2cccc(OC)c2)n1C)c1c(N)n(Cc2ccccc2)c(=O)[nH]c1=O
  21	-8	-1	4.7	2	-1	7	5	37
> Cc1[nH]c2ccccc2c1C(=O)Cn1c(=O)oc2ccccc21
  4	-8[fluorescence artefact?]	-4	-0.8	8	-3	24	5	7
> CC(C)C(=O)Nc1ccc(NC(=S)NC(=O)c2ccc([N+](=O)[O-])cc2)cc1
  0	4	7	0.2	2	-5	22	9	-3
> C=CCn1c(SCC(=O)c2ccc(NS(=O)(=O)c3ccccc3)cc2)nnc1-c1cccs1
  -9	6	-2	1.6	2[fluorescence artefact?]	-21	-14	10	2
> CCOC(=O)CN(C(=O)CSc1nnc2c(n1)[nH]c1ccc(F)cc12)c1ccccc1
  1	-9	0	-0.2	4	-13	59*	14&8	12&5
> CCOC(=O)C(C(=O)N1CCOCC1)C1CCCCC1 (stereo not drawn)
  2	1	6	-0.4	-7	-3	-14	3	-1
> CCC(=O)N1N=C(c2cccs2)CC1c1ccco1 (stereo not drawn)
  24	-1	-4	4.5	-2	-8	-42	6	24
> CCCn1c(SCC(=O)N2N=C3/C(=C/c4ccc(OC)cc4)CCCC3C2c2ccc(OC)cc2)n[nH]c1=O (stereo not drawn)
  2	-12	4	1.4	-5[fluorescence artefact?]	15	-51	8	34
> COCc1cc(C)nc(N2CCN(c3ccccc3)CC2)c1C#N
  -4	1	3	-0.1	-3[fluorescence artefact?]	-6	13	11	5
> COC(=O)c1cc(C#N)c(Oc2ccc(F)cc2)nc1C
  2	-16	13	0.0	2	0	-5	8	25
> O=C(O)CCN1C(=O)CC2(CCCCC2)C1=O
  2	13[fluorescence artefact?]	1	0.1	2	-2	-11	10	10
> O=C(NNS(=O)(=O)c1ccc(Br)cc1)NC1CCCCC1
  5	12[fluorescence artefact?]	-27	0.8	21	-4	1	2	-15
> O=C(c1cccc(C(F)(F)F)c1)c1c[nH]c(C(=O)NCC2CCCO2)c1 (stereo not drawn)
  2	4	1	0.0	1	3	3	3	-9
> COc1ccc(-n2c(SCC3CNC(=O)O3)nnc2-c2ccc(Cl)cc2)cc1 (stereo not drawn)
  7	-12	-1	-0.8	2	32	-2	7	5

# The results go on:
# Values run as follows: Hck-Nef inh	14-3-3 Bad inh	Rad51 HR inh	zVAD death inh	eIF4E 4G PPI	TbHK1 inh	m-calpain inh	EP2 antag	EP2 modulator
> CCOC(=O)Cc1csc(NC(=O)CCC(=O)O)n1
  2	-2	23	0.7	-2	-12	3	11	8
> CC(C)C[C@H](NC(=O)c1nc[nH]c1C(=O)N1CCC(C)CC1)C(=O)OCc1ccccc1
  20	-4	-6	1.4	-1	-8	9	2	11
> N#Cc1c(NC(=O)CCC(=O)O)sc2c1CCCCC2
  33	1	-8	2.7	-1	-1	-14	12	7
> CC(C)C(=O)Nc1cccnc1
  14	-2	6	1.1	5	-12	-9	5	-10
> O=C(CN1CCC(Cc2ccccc2)CC1)Nc1ccc2c(c1)OCCO2
  2	15	5	0.7	-7[fluorescence artefact?]	2	-8	9	-20

# Single entries from the entries so far:
# N#Cc1c(NC(=O)CCC(=O)O)sc2c1CCCCC2 in EP2 modulator = 7
# CC(C)C[C@H](NC(=O)c1nc[nH]c1C(=O)N1CCC(C)CC1)C(=O)OCc1ccccc1 in 14-3-3 Bad inh = -4

# Reformatted with each value named: part of the list above
SMILES: N#Cc1c(NC(=O)CCC(=O)O)sc2c1CCCCC2
  Hck-Nef inh: 33	14-3-3 Bad inh: 1	Rad51 HR inh: -8	zVAD death inh: 2.7	eIF4E 4G PPI: -1	TbHK1 inh: -1	m-calpain inh: -14	EP2 antag: 12	EP2 modulator: 7

SMILES: CC(C)C(=O)Nc1cccnc1
  Hck-Nef inh: 14	14-3-3 Bad inh: -2	Rad51 HR inh: 6	zVAD death inh: 1.1	eIF4E 4G PPI: 5	TbHK1 inh: -12	m-calpain inh: -9	EP2 antag: 5	EP2 modulator: -10

# An excerpt; the hit share may differ from the screen's.
